IL-2 act = IL-2 activation. IL-2 activation reporter assay, cell-based qHTS; stimulated with anti-CD3/CD4/CD28 beads; in transgenic mouse T cells. AID 652025. activation, % (series mostly up to about 46 µM). actives 0.065% (n = 360,000); in the data active means activation above about 50%; inconclusive means mostly about 30% to 49%; further: 0% is about no effect
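Readout: EGFP and DsRed signals by fluorescent plate cytometry. Unstimulated transgenic mouse T cells received compound 60 min before antibody-bead stimulation, then incubated 18 h at 37 degrees C.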
EPAC1 agonist = EPAC1 (human) agonism; EPAC1 agonist qHTS, biochemical assay; response scale: 100% = response to 6.5 mM cAMP; Potency, µM (highest dose often 154 µM), for inactives: at the top dose activation, usual class: activators; actives 0.073% (n = 360,000); further: potency means the concentration at half of the fitted maximal effect; nearly all actives have a fitted effect of over 60% in size
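Read-out is the fluorescence drop as BODIPY-GDP leaves Rap1B (480 nm excitation, 540 nm emission), recorded every 5 minutes over 30 minutes. Reactions held 100 nM EPAC1, 250 nM Rap1B–BODIPY-GDP and 50 uM GDP, with 6.5 mM cAMP setting full activation.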
WRN helicase inh = blocks human WRN helicase; Potency, µM (highest dose often 114 µM), without a hit: at the highest dose activity change, negative = inhibition, hits mostly inhibitors; Q14191; actives 0.46% (n = 360,000); WRN helicase unwinding, fluorescent forked duplex, kinetic; further: potency means the concentration at half of the fitted maximal effect; on the % scale 0 is the no-effect control and ±100 the full control effect; nearly all actives have a fitted effect of over 55% in size
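WRN at 20 nM final was preincubated with compound for 15 min at room temperature; reaction started with 100 nM forked duplex oligonucleotide carrying fluorophore and quencher plus 2 mM ATP (final). Unwinding followed kinetically by red fluorescence (ex 525/em 598 nm).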
PI5P4K alpha inh = blocks human PI5P4K alpha kinase activity; actives 1.2% (n = 330,000); P48426; PI5P4Kalpha enzyme, ADP-Glo luminescence, 60 min; active compounds read low; AID 652105; max response, %; active means max response of -50% or lower; inconclusive means between -30% and -50%; inactive means -30% or higher; further: value at the top dose of about 77 µM; on the % scale 0 is the no-effect control and ±100 the full control effect
Target sequence (P48426 whole entry, looked up): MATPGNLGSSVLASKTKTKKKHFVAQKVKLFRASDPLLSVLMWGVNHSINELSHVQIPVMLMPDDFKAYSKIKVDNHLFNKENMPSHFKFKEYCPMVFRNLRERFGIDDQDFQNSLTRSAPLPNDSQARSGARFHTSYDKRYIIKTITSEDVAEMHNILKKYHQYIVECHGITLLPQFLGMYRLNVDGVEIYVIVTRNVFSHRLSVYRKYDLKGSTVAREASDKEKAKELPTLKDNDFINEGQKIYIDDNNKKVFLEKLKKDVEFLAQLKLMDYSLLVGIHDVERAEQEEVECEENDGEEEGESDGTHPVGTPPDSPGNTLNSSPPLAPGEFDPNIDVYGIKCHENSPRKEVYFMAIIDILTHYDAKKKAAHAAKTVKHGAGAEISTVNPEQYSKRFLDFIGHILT
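Human PI5P4Kalpha with substrate in 0.038 M HEPES pH 7.4, 0.28 mM EGTA, 0.1% CHAPS, 5% DMSO; reaction started with 5 microM ATP (final), 60 min at room temperature. ADP formed read by ADP-Glo luminescence.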
PLK1 PBD block = inhibitors of human PLK1 polo-box domain binding; P53350; Plk1 PBD binding of FITC phosphopeptide, fluorescence polarization; Potency, µM, inactives show max response, negative = inhibition, most hits filed as inhibitors; actives 2.8% (n = 360,000); AID 720504; further: potency means the concentration at half of the fitted maximal effect; series mostly up to about 57 µM; on the % scale 0 is the no-effect control and ±100 the full control effect; nearly all actives have a fitted effect of over 65% in size
Target sequence (P53350 whole entry, looked up, the tested form may be a part): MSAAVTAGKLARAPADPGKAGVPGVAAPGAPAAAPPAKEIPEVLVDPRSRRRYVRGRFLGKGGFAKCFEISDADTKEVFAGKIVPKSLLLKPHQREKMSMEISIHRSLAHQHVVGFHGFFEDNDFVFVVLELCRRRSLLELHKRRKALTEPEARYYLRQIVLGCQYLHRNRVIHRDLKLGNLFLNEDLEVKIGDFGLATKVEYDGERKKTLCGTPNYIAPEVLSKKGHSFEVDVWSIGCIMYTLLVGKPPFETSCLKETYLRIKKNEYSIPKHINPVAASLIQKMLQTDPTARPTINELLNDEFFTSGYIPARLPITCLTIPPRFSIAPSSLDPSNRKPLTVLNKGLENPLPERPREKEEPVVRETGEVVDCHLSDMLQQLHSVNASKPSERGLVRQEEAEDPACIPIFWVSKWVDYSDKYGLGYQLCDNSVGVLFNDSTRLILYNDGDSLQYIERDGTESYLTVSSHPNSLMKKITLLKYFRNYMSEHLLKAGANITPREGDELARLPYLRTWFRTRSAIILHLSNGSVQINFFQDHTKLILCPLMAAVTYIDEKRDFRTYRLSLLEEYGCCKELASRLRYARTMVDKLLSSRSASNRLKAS
EPAC1 antagonist = blocks human EPAC1 exchange factor; O95398; EPAC1 GEF assay, Rap1b-BODIPY-GDP exchange fluorescence; Potency, µM (series often up to 115 µM), inactives show top-dose activity change, negative = inhibition, actives largely listed as inhibitors; actives 0.14% (n = 360,000);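 further: potency means the concentration at half of the fitted maximal effect; plate controls were vehicle for no effect and positive control for full effect; nearly all actives have a fitted effect of over 50% in size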
FUS yeast rescue = suppressors of FUS proteinopathy in yeast | S. cerevisiae FUS-expressing, growth rescue, OD600, 24 h | Potency, µM (top dose mostly 76.6 µM), for the others: at the highest dose growth rescue (activation), actives largely listed as activators | actives 0.24% (n = 390,000);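 further: potency means the concentration at half of the fitted maximal effect; plate controls were DMSO vehicle for no effect and reference control for full effect; nearly all actives have a fitted effect of over 55% in size; some results filed as inactive show a strong effect at the top dose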
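Restored growth of FUS-toxic S. cerevisiae, read as 600 nm absorbance after 24 h at 30C in galactose medium (starting OD 0.005). Controls CP55940 and DMSO.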
Abeta rescue = restores growth of yeast expressing A-beta42 peptide | yeast expressing A-beta42, growth rescue, OD600, 48 h; response scale: 0% DMSO, 100% iron-clioquinol control | Potency, µM (series often up to 46.1 µM), inactives show top-dose growth rescue, hits mostly activators | actives 0.063% (n = 410,000); further: potency means the concentration at half of the fitted maximal effect; nearly all actives have a fitted effect of over 55% in size
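Growth rescue measured by 600 nm absorbance after 48 h yeast culture at 30 C with compound. Values normalized between DMSO and an equimolar ferric chloride plus clioquinol control.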
Starred values were filed as active, the others as inactive; ? = inconclusive; nt = no result given; & = joins results of further samples; [ ] = dose if it differs, or a comment. Unless noted, the call rests on the fitted dose curve; in most records, active means well fitted curve in the direction sought with a large enough effect; inconclusive means small, poorly fitted or top-dose-only effect, or another doubt; inactive means no such curve, though single readings can be large; an effect the other way counts as inactive or inconclusive. Compounds were not picked by outcome; any-hit rate near 4.1%.

SMILES	IL-2 act	EPAC1 agonist	WRN helicase inh	PI5P4K alpha inh	PLK1 PBD block	EPAC1 antagonist	FUS yeast rescue	Abeta rescue
O=C(COC(=O)c1ccccc1NC(=O)c1ccco1)Nc1ccc2c(c1)OC(F)(F)O2	-0.2	-15%	4%	nt	0%	-17%	21%	6%
CCOc1ccc(-n2c(C)nc3cc(C(=O)NCc4ccc5c(c4)OCO5)ccc32)cc1	2.4	18%	-5%	-2	-10%	-12%	nt	0%
COc1cccc(NC(=O)COC(=O)c2ccccc2C(=O)N2CCN(c3ccccc3)CC2)c1	-0.9	12%	-8%	-8	8%	-19%	16%	16%
CCOc1cccc(OCCn2cnc3ccccc3c2=O)c1	-3.1	0%	-5%	14	-2%	3%	17%	1%
c1cc2cc(CNc3nc(NCC4CC4)nc4ccsc34)ccc2o1	-0.8	4%	-1%	?	1%	-18%	0%	-9%
Cc1coc2c(O)cc3c(c12)OC1(N2CCCCC2)C(=O)NCCCC31 (stereo not drawn)	-2.3	-1%	?	-15	15µM*	-49%	nt	-13%
O=C(CCN1C(=O)c2ccccc2S1(=O)=O)N1CCN(c2ccccc2)CC1	-0.7	2%	-24%[57.1 µM]	2	-6%	-6%	-10%	22%
CCOCCCNC(=O)CN1C(=O)COc2ccc(S(=O)(=O)N3CCCCCC3)cc21	-0.5	-2%	2%	3	1%	-5%	2%&22%	-17%&-5%
C/C=C(\C)C(=O)NCCN1C2=NC[C@H](Cc3ccc(O)cc3)N2C[C@@H]1Cc1ccc(OC)cc1	-2.9	-12%	11%	-1	-6%	-4%	-7%	-21%
Cc1ccc(S(=O)(=O)N2CCN(S(=O)(=O)N3CCCCC3)CC2)cc1	-1.6	0%	-7%	-13	1%	?	-3%	11%
CCN(CC)CCn1c(=N)n(CC(O)COc2ccccc2)c2ccccc21 (stereo not drawn)	-1.9	5%	-5%	-4	-1%	-11%	4%	-7%
COC(=O)/C(=C1/Oc2cc3c(cc2S1)OCO3)C(F)(F)F	0.4	6%	-8%	nt	1%	6%	-2%	23%

Some of these compounds in order of the WRN helicase inh value, falling:
compound | WRN helicase inh
C/C=C(\C)C(=O)NCCN1C2=NC[C@H](Cc3ccc(O)cc3)N2C[C@@H]1Cc1ccc(OC)cc1 | 11%
O=C(COC(=O)c1ccccc1NC(=O)c1ccco1)Nc1ccc2c(c1)OC(F)(F)O2 | 4%
CCOCCCNC(=O)CN1C(=O)COc2ccc(S(=O)(=O)N3CCCCCC3)cc21 | 2%
c1cc2cc(CNc3nc(NCC4CC4)nc4ccsc34)ccc2o1 | -1%
CCN(CC)CCn1c(=N)n(CC(O)COc2ccccc2)c2ccccc21 (stereo not drawn) | -5%
Cc1ccc(S(=O)(=O)N2CCN(S(=O)(=O)N3CCCCC3)CC2)cc1 | -7%
COC(=O)/C(=C1/Oc2cc3c(cc2S1)OCO3)C(F)(F)F | -8%

Limited to PLK1 PBD block and WRN helicase inh, for three of the compounds above:
canonical_smiles | PLK1 PBD block | WRN helicase inh
CCOCCCNC(=O)CN1C(=O)COc2ccc(S(=O)(=O)N3CCCCCC3)cc21 | 1% | 2%
CCOc1cccc(OCCn2cnc3ccccc3c2=O)c1 | -2% | -5%
C/C=C(\C)C(=O)NCCN1C2=NC[C@H](Cc3ccc(O)cc3)N2C[C@@H]1Cc1ccc(OC)cc1 | -6% | 11%

Gathered by group, the compounds so far with an aryl methoxy group (2)
SMILES	IL-2 act	EPAC1 agonist	WRN helicase inh	PI5P4K alpha inh	PLK1 PBD block	EPAC1 antagonist	FUS yeast rescue	Abeta rescue
COc1cccc(NC(=O)COC(=O)c2ccccc2C(=O)N2CCN(c3ccccc3)CC2)c1	-0.9	12%	-8%	-8	8%	-19%	16%	16%
C/C=C(\C)C(=O)NCCN1C2=NC[C@H](Cc3ccc(O)cc3)N2C[C@@H]1Cc1ccc(OC)cc1	-2.9	-12%	11%	-1	-6%	-4%	-7%	-21%

Next part.
SMILES	IL-2 act	EPAC1 agonist	WRN helicase inh	PI5P4K alpha inh	PLK1 PBD block	EPAC1 antagonist	FUS yeast rescue	Abeta rescue
Cc1ccsc1C(=O)N1CCC1(C)C(=O)Nc1ccc2c(c1)OCCO2 (stereo not drawn)	0.5	-7%	-4%	-1	7%	-13%	-13%	-11%
COc1ccc(Nc2nc(N)nc(CSc3nncn3C)n2)cc1	-0.1	6%	-4%	nt	-7%	-3%	13%	-1%
COc1cc(C(=O)NCc2ccc(OCCN(C)C)cc2)cc(OC)c1OC	0.8	-2%	-8%	5	-4%	-2%	-24%	-4%
CN(CCOc1ccc(Cl)cc1)C(=O)c1cccc(S(=O)(=O)N2CCN(c3ccc(F)cc3)CC2)c1	-5.1	10%	-6%	11	-9%	-1%	-13%	21%
CC(C)c1ccc(-n2cccc2/C=C2/C(=N)N3C=CSC3=NC2=O)cc1	-0.2	-13%	-31%[57.1 µM]	-10	8%	-20%	28%	3%
CCOc1ccc2ccccc2c1C1NC(=O)NC(C)=C1C(=O)OCCOC (stereo not drawn)	-1.0	3%	-6%	-8	-26%	15%	57%	2%
CCCOc1ccc(N2CC(C(=O)Nc3ccccn3)CC2=O)cc1 (stereo not drawn)	-1.2	1%	1%[57.1 µM]	13	3%	7%	4%	?
CCCN(C)C1CN(Cc2cn(Cc3ccccc3)nn2)S(=O)(=O)C1 (stereo not drawn)	1.2	0%	-4%	3	1%	-9%	-19%	-19%
COCCNC(=O)NC(=O)CN1CCN(C(c2ccccc2)c2ccccc2)CC1	-0.2	2%	10%	-2	-9%	-6%	9%	-4%
O=C(C1CCCCC1)N1CCN(S(=O)(=O)c2ccc(Cl)cc2)CC1	-1.6	1%	9%	-18	30µM*	3%	7%	-13%
Cc1ccc2c(NC(=O)c3ccc(Br)o3)cccc2n1	-1.3	2%	3%	-3	-9%	4%	9%	1%
CC(=O)Nc1ccc(NC(=O)C2CCN(c3ccc(C(F)(F)F)cn3)CC2)cc1	-0.2	4%	-4%	7	-1%	2%	28%	-12%

Single values from the entries so far:
EPAC1 agonist, CC(C)c1ccc(-n2cccc2/C=C2/C(=N)N3C=CSC3=NC2=O)cc1 → -13%
PI5P4K alpha inh, Cc1ccsc1C(=O)N1CCC1(C)C(=O)Nc1ccc2c(c1)OCCO2 (stereo not drawn) → -1
PI5P4K alpha inh, Cc1ccc2c(NC(=O)c3ccc(Br)o3)cccc2n1 → -3

(further entries)
SMILES	IL-2 act	EPAC1 agonist	WRN helicase inh	PI5P4K alpha inh	PLK1 PBD block	EPAC1 antagonist	FUS yeast rescue	Abeta rescue
O=C(Nc1ccccc1F)C1CCN(C(=O)NC2CCCCC2)CC1	5.4	-13%	-3%	1	-18%	-17%	5%	-1%
CC1(c2cccc(Br)c2)NC(=O)N(CC(=O)Nc2ccc3c(c2)OCO3)C1=O (stereo not drawn)	0.4	4%	0%	0	-12%	0%	15%	-23%
COc1ccc(S(=O)(=O)N/N=C(/C)c2ccc(C)o2)cc1	-0.9	-3%	2%	-4	-19%	-30%	4%	12%
Cc1ccc(-c2noc(CNS(=O)(=O)c3ccccc3)n2)cc1	-2.5	1%	-32%	5	-4%	-3%	12%	4%
C=CCN(c1cccc(C(F)(F)F)c1)S(=O)(=O)c1cccc(C(=O)OCC(=O)NC(N)=O)c1	-0.3	-11%	-33%[57.1 µM]	-2	-1%	?	38%	23%
CC(C)(C)OC(=O)N1CCC(NC(=O)c2nc[nH]c2C(=O)NCc2ccccc2)CC1	-0.7	-9%	-8%	-18	2%	-2%	26%	0%
O=C(NC1CC1)C1=C[C@H](c2coc3ccccc3c2=O)C[C@H](OCc2ccc(CO)cc2)O1	-0.1	-22%	4%	4	-2%	0%	-9%	2%
O=C(Nc1ccc(Cl)c(C(F)(F)F)c1)C(=O)N1CCCCC1	-2.2	-5%	-20%	5	-5%	-19%	nt	-2%
CCN(CC)S(=O)(=O)c1ccc(NC(=O)Cn2c(=O)sc3ccccc32)cc1	-1.1	7%	-8%	-5	-5%	3%	?	7%
CC1CCCCN1C(=O)NC1CC(=O)N(c2ccc3c(c2)OCCO3)C1 (stereo not drawn)	2.4	4%	7%	1	-3%	9%	12%	7%
COc1cccc(CN(CC(=O)NCc2ccc(F)cc2)C(=O)c2ccco2)c1	-1.0	8%	3%	-3	-1%	-6%	12%	8%
CS(=O)(=O)N1N=C(c2ccco2)CC1c1ccccc1Cl (stereo not drawn)	-0.4	6%	-14%	-9	-6%	-7%	?	14%
COc1ccc(C2C(C#N)=C(N)N(N(C)C)C3=C2C(=O)CC(C)(C)C3)cc1OC (stereo not drawn)	0.5	-9%	3%	3	-2%	-15%	3%	7%
COc1cccc(-c2nn(C)c3sc(C(=O)NCc4ccco4)cc23)c1	-1.5	21%	-5%[57.1 µM]	0	-17%	-13%	?	-20%
COc1ccc(C(=O)CC2OC(=O)c3ccccc32)cc1OC (stereo not drawn)	-1.7	-2%	5%	1	-5%	6%	18%	4%
CCN(C(=O)CN1C(=O)/C(=C/c2ccccc2)SC1=S)C1CCS(=O)(=O)C1 (stereo not drawn)	-0.8	-8%	-3%	-3	-9%	-10%	-6%	1%
CC(=O)c1cccc(NS(=O)(=O)c2c(C(=O)N3CCOCC3)c(C)n(C)c2C)c1	0.2	18%	3%	4	-1%	-29%	17%	2%
COc1cc(NC(=O)CN2CCC(C)CC2)c(C)cc1[N+](=O)[O-]	0.0	-4%	5%	-1	-8%	-11%	nt	14%
C[n+]1ccc(C(=O)Nc2ccccc2Cl)cc1	0.7	9%	-2%	-3	-27%	-4%	-21%	-14%
COc1ccc(C(CNC(=O)C2CC(=O)N(Cc3ccc(C)cc3)C2)N(C)C)cc1 (stereo not drawn)	-2.1	-6%	8%	nt	-2%	13%	17%	19%
CCN1CCCc2cc(CN(CCN3CCOCC3)C(=S)Nc3ccc(OC)cc3)ccc21	0.3	1%	-1%	-1	-6%	5%	-9%	17%
COc1ccc(C(=O)Nc2cccc(S(=O)(=O)NC3=NCCC3)c2)cc1OC	0.0	6%	4%	-7	-2%	-10%	17%	-6%
Cc1nn(C)c(C)c1CN(C(=O)CCc1nnc(Cc2c[nH]c3ccccc23)o1)C(C)C	-2.5	1%	-2%	0	-17%	-4%	11%	-2%
O=C(N[C@H](C(=O)O)c1ccccc1)C1CCC(Cn2cnc3ccccc3c2=O)CC1 (stereo partly drawn)	0.5	2%	-16%	1	2%	-1%	12%	?

Compound activity as filed in PubChem BioAssay.
